SRC1 inh: inhibits human SRC1 coactivator; Q15788; HEK293 GAL4-SRC1 luciferase reporter, luminescence; inhibition, % at 3.6 µM; actives 0.12% (n = 360,000); AID 588354;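 active means inhibition above the campaign mean plus 3 SD, with each screening campaign given its own cutoff, cut at about 60% in these data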;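 further: 0% = DMSO treated cells and 100% = gossypol at 36 µM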
TLR9-MyD88 inh: blocks human TLR9 binding to MyD88. inhibition, % at 4.98 µM. Q9NR96+Q99836. actives 0.21% (n = 340,000). AID 504734. CHO BLA complementation TLR9-MyD88, CCF4 FRET ratio;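 active means inhibition above the mean over all tested compounds plus 3 SD, cut at about 21% in these data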;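 further: 0% = DMSO only wells and 100% = clavulanate BLA inhibitor control wells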
C8 TRAIL sens: caspase-8 TRAIL sensitization; NB7+C8 cells + TRAIL, ATPlite viability luminescence; inhibition (viability loss, TRAIL sensitization), % at 10 µM; actives 1% (n = 360,000);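 active means compounds causing at least 50% loss of cell viability in the single-dose screen, relative to plate controls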
NCOA2 inhibitor: human SRC2 (NCOA2) inhibition | Q15596 | HEK293 GAL4-SRC2 luciferase reporter, luminescence | inhibition, % at 9 µM | actives 0.17% (n = 370,000) | AID 651957;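 active means inhibition above the mean inhibition of all tested compounds plus 3 SD, set per campaign, cut at about 52% in these data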;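 further: 0% = DMSO treated cells and 100% = cells given Gossypol at 36 µM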
NCOA3 inh: inhibits human SRC3 coactivator. AID 588352. Q9Y6Q9. inhibition, % at 3.6 µM. HEK293 GAL4-SRC3 luciferase reporter, luminescence. actives 0.17% (n = 360,000);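 active means inhibition above a per-campaign cutoff, the mean of all compounds plus 3 SD, cut at about 60% in these data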;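 further: 0% = DMSO-treated cells and 100% = gossypol-treated cells at 36 µM; higher means less SRC3-driven luciferase light from the GAL4 reporter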
Target sequence (Q9Y6Q9 whole entry, looked up, the tested form may be a part): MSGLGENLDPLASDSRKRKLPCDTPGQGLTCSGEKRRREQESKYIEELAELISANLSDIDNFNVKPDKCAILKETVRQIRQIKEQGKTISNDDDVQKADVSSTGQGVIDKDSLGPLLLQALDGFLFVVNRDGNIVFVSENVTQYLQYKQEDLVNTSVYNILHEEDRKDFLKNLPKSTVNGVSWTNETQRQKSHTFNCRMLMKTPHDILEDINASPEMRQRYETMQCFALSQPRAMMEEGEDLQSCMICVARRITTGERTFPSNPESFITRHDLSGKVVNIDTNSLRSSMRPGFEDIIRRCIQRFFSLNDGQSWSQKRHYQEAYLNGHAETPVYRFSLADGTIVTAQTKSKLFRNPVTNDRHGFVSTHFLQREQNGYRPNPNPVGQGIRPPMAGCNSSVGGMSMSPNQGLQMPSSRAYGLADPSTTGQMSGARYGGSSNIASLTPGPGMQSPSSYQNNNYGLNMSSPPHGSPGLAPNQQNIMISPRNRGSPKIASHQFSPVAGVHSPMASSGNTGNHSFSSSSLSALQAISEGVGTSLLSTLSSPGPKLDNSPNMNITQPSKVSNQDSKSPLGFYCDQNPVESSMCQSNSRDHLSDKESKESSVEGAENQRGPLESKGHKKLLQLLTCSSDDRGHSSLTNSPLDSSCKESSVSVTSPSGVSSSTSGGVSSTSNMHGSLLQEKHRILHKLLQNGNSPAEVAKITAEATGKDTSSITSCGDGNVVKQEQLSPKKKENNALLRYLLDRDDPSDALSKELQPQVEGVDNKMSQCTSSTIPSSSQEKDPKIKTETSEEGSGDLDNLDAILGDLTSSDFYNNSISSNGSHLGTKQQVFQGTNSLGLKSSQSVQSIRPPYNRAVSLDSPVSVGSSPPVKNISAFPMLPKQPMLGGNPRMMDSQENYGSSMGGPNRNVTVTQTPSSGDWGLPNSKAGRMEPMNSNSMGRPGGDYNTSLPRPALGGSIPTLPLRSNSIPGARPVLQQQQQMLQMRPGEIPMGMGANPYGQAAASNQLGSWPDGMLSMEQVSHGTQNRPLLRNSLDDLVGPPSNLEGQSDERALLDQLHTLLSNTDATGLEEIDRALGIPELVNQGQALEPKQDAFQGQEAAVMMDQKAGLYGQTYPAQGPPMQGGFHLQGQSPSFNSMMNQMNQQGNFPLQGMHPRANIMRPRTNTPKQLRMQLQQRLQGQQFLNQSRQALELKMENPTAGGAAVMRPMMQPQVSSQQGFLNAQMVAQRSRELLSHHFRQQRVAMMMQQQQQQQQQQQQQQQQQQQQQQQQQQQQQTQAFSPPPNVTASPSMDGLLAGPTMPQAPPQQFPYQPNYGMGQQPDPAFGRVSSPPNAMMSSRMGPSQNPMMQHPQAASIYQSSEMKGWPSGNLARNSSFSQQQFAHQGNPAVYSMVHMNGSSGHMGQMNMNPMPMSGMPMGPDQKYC
TROY signal inh: blocks TROY-dependent signaling in reporter cells; inhibition, % at 10 µM; Q293 LMP1-TROYcd NF-kB luciferase reporter, 4 h; actives 0.98% (n = 360,000);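 active means compounds whose plate-normalised and pattern-corrected inhibition of the luciferase reporter signal at the single screening dose is 50% or more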
LMP1 NFkB inh: Epstein-Barr LMP1 NF-kappaB reporter inhibition | LMP1-induced NF-kappaB luciferase reporter cells, luminescence | inhibition, % at 12.5 µM | actives 0.69% (n = 350,000) | AID 504558; in the data active means inhibition above about 41%;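 further: 0% = neutral control wells and 100% = reference inhibitor control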
NOD2 RIPK2 PPI: NOD2-RIPK2 protein interaction inhibition. CHO BLA complementation NOD2-RIPK2, CCF4 ratio. O43353. actives 0.38% (n = 360,000). inhibition, % at 4.98 µM; in the data active means inhibition above about 21%;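 further: 0% = vehicle only and 100% = reference blocker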
COUP-TFII inh: inhibitors of human COUP-TFII (NR2F2); P24468; HEK293T NGFI-A luciferase reporter, luminescence; inhibition, % at 8.6 µM; actives 0.7% (n = 370,000);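 active means inhibition above a per-plate cutoff, mean inhibition of test wells between control levels plus 3 SD, cut at about 38% in these data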;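 further: cells cotransfected with COUP-TFII expression vector driving the NGFI-A reporter; 0% = median of COUP-TF2 test wells and 100% = reporter-only cells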
LRH-1 inv ag: NR5A2 inverse agonism in reporter assay | O00482 | HEK293T StAR-luciferase reporter, LRH-1 transfected, 24 h | inhibition, % at 3.6 µM | actives 0.13% (n = 360,000) | AID 602396;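 active means inhibition above the mean inhibition of all tested compounds plus 3 SD, cut at about 73% in these data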;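 further: 0% = DMSO wells and 100% = reporter-only cells lacking LRH-1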
Vif imaging: HIV Vif inhibition; actives 0.35% (n = 340,000); inhibition, % at 7.49 µM; HEK293T cells, Vif self-association by quenched fluorescence, imaging, 24 h; in the data active means inhibition above about 50%, passing the limit was not always enough; further: some results filed as inactive read as strong as hits
* = called active by the depositor; · = no result given. Not all compounds are listed, so the mix of outcomes need not match the whole.

SMILES	SRC1 inh	TLR9-MyD88 inh	C8 TRAIL sens	NCOA2 inhibitor	NCOA3 inh	TROY signal inh	LMP1 NFkB inh	NOD2 RIPK2 PPI	COUP-TFII inh	LRH-1 inv ag	Vif imaging
CCOc1ccccc1NC(=O)CC1NCCNC1=O (stereo unspecified)	-6	3	-4	-10	11	-24	2	-11	6	-21	16
O=S(=O)(c1ccccc1)c1nc(-c2ccco2)oc1NCCCN1CCOCC1	-15	-4	4	-4	4	13	4	2	-7	11	0
O=C(c1cc(COc2cccc(C(F)(F)F)c2)on1)N1C[C@@H]2CCC[C@H]1C2	-56	-7	-14	-2	-33	-40	-22	3	-6	-76	·
Cc1cccc(Nc2nnc(SCC3CCCCO3)s2)c1C (stereo unspecified)	-26	-5	12	-27	-6	-62	-13	-4	-21	-35	24
O=S(=O)(/N=C(/c1ccccc1Cl)N1CCOCC1)c1ccccc1	0	3	26	15	12	24	-12	0	-2	-25	-1
CC(C)NC(=O)COc1ccccc1C#N	11	10	-7	8	8	1	5	-14	-2	9	-8
Cc1ccc(S(=O)(=O)NCC(=O)N(c2ccccc2)C(C(=O)NCc2ccccc2)c2ccco2)cc1 (stereo unspecified)	5	-6	2	-1	33	-2	-8	-2	16	0	-14
CCc1ccc(C2NC(=S)NC3=C2C(=O)CCC3)cc1 (stereo unspecified)	3	-4	-12	-16	3	17	1	-7	3	-8	3
COc1ccc(OCc2cc(C(=O)N(C)Cc3nnc(C)o3)no2)c(Cl)c1	-73	4	12	-67	-75	-51	-19	14	-46	-105	5
Cc1csc(NC(=O)c2cccc(S(=O)(=O)N3CCCCC3)c2)n1	-16	-13	9	-3	9	2	-8	-5	3	-1	-7
Nc1nc(SCc2ccccc2)c2ncn(C3CCCCC3)c2n1	-63	-4	33	-3	-62	-20	-10	12	-20	-42	-8
CCn1c(SCC(=O)NC(=O)c2ccccc2OC)nc2ccccc21	-92	0	9	15	5	27	-6	-10	12	-9	·
O=C(c1ccc(-n2ccnc2)cc1)N1CCCC(CO)(Cc2cccc(Cl)c2)C1 (stereo unspecified)	17	-11	3	11	-19	12	1	-6	-3	-37	3
CCOC(=O)c1csc(NC(=O)CCS(=O)(=O)c2ccc(Cl)cc2)n1	13	1	0	7	-21	0	10	-6	0	15	2
Cc1cc(C)n2c3c(c(C#N)c2n1)CC(C)(C)OC3	-14	0	10	-6	5	1	-6	1	7	6	-1
C=C(C)CNC(=O)CCc1nnc(Cc2cccc(C(F)(F)F)c2)o1	-35	-3	0	-91	-44	-68	-14	-5	-39	-38	-3
O=C(c1ccc2c(c1)OCO2)C1CCCN(Cc2cc(F)ccc2-n2cccn2)C1 (stereo unspecified)	-14	-8	-4	-15	15	-7	4	3	-14	7	2
Fc1ccc(-c2nnc(SCc3cccnc3)o2)cc1	-62	·	6	-51	-28	-65	-4	-7	-43	-29	-13
CC(C)c1ccc(NC(=S)NNc2ccc(Cl)c(C(=O)O)c2)cc1	-9	6	9	-17	4	-44	0	12	1	-17	1
CCOC(=O)C1CCCN(C(=O)c2ccc(-c3ccccc3Cl)o2)C1 (stereo unspecified)	-24	-11	-6	-30	-42	-29	-22	-2	-44	-70	-10
CC(=C/c1ccccc1)/C=N/NC(=O)c1ccc2nc[nH]c2c1	-11	5	16	8	4	-12	-10	-11	-7	-2	15
CSc1ccccc1OCc1cc(C(=O)NCc2cccc(C)n2)no1	-69	6	-2	-19	-48	-44	-16	1	-38	-75	-7
CCOC1=C2CN(S(=O)(=O)c3ccc(C)cc3)C(c3cccc(Cl)c3)CC2N(S(=O)(=O)c2ccc(Cl)cc2)C(c2ccccc2)C1 (stereo unspecified)	·	·	10	-10	·	·	·	-28	8	21	·
Cc1cccc(CSc2nnc(CCNC(=O)OC(C)(C)C)o2)c1	-7	·	3	-16	20	-17	·	-7	-6	7	-2
CC(C)[C@@H]1Cc2[nH]n(C)c(=O)c2[C@H](c2ccc(F)cc2)O1	·	·	9	-21	·	4	·	-4	10	-46	·
COc1ccc(NC(=O)CSCC(=O)Nc2sccc2C#N)cc1	6	-4	-19	0	-7	-34	-1	-12	8	23	24
Fc1ccc(COc2ccc3ccccc3c2CNc2nn[nH]n2)cc1	-8	-2	-9	4	5	5	9	-11	2	-6	-15
O=C(O)CSCC(=O)Nc1ccccc1SCCS(=O)(=O)c1ccc(Cl)cc1	-11	-8	-8	-53	0	-1	2	0	0	8	-5
CCCc1c(-c2ccc(F)cc2F)ncn1Cc1ccccc1OC	·	·	18	10	·	17	·	-11	14	-40	·
COc1cc(CCN2C(=O)c3cccc4cccc(c34)C2=O)c(S(=O)(=O)N2CCC(C)CC2)cc1OC	0	-2	0	-13	3	11	1	1	-19	-1	-2
CCCNC(=O)Nc1nc2ccccc2s1	-52	3	0	-59	-81	-34	-3	5	-39	-151	1
Cc1c[n+]([O-])cc(C)c1Oc1ccccc1	6	-9	-4	4	-23	-1	7	-9	-5	-1	1
O=C1CCC(C(=O)Nc2ccc(OC(F)F)cc2)N1 (stereo unspecified)	-3	-13	-2	4	11	3	4	-6	10	8	5
COc1ccc(Br)cc1S(=O)(=O)Nc1ncccc1C	16	-4	-2	12	16	27	0	-2	0	17	-4
CCOC(=O)C1CCN(C(=O)c2sc3nc(C)nc(N4CCC(C)CC4)c3c2C)CC1	-5	-10	3	8	13	3	4	-4	-4	-3	10
O=C(NC(=S)Nc1ccc(S(=O)(=O)Nc2nccs2)cc1)c1ccccc1	6	-9	20	1	10	-21	-1	-1	-13	-22	-5
CCCNCC(=O)Nc1sc2c(c1C(=O)Nc1c(C)n(C)n(-c3ccccc3)c1=O)CCCC2	-4	-2	-11	8	9	6	9	-11	-9	3	14
CCN(CC)c1ccc(S(=O)(=O)N2CCOCC2)cc1NS(C)(=O)=O	12	·	-8	-34	14	3	3	0	-18	5	-10
Cc1csc(NC(=O)c2ccccc2)n1	-55	-9	27	-21	-90	-52	-8	7	-50	-106	15
CCCNC(=O)CC1C(=O)N(Cc2ccccc2)C(C)c2nc3ccccc3n21 (stereo unspecified)	-7	-4	12	-2	16	-6	-1	1	-5	11	4

Quoted at random: 2 compounds from above.
SMILES	SRC1 inh	TLR9-MyD88 inh	C8 TRAIL sens	NCOA2 inhibitor	NCOA3 inh	TROY signal inh	LMP1 NFkB inh	NOD2 RIPK2 PPI	COUP-TFII inh	LRH-1 inv ag	Vif imaging
CCN(CC)c1ccc(S(=O)(=O)N2CCOCC2)cc1NS(C)(=O)=O	12	·	-8	-34	14	3	3	0	-18	5	-10
CC(=C/c1ccccc1)/C=N/NC(=O)c1ccc2nc[nH]c2c1	-11	5	16	8	4	-12	-10	-11	-7	-2	15

Going on with the list.
SMILES	SRC1 inh	TLR9-MyD88 inh	C8 TRAIL sens	NCOA2 inhibitor	NCOA3 inh	TROY signal inh	LMP1 NFkB inh	NOD2 RIPK2 PPI	COUP-TFII inh	LRH-1 inv ag	Vif imaging
O=C(Cn1c(=O)cnc2ccccc21)Nc1cccc(S(=O)(=O)N2CCCCC2)c1	-27	1	-10	24	5	1	1	-9	10	-9	-8
O=C(CCC(=O)N1CCOc2ccccc21)Nc1ccccc1Br	6	7	-4	-6	4	-7	-2	1	-3	4	·
CCOC(=O)N1CCN(C(=O)CS(=O)(=O)c2cn(Cc3ccccc3C)c3ccccc23)CC1	-10	4	-2	·	2	-11	-8	-10	·	2	28
CSCCCNC(=O)c1ccccc1OC1CCN(S(C)(=O)=O)CC1	-3	-7	1	-3	12	-20	-4	-8	-23	-12	1
O=C(NCCc1c[nH]c2ccccc12)C(=O)Nc1ccccc1	-25	1	5	-52	-47	-33	-27	-5	-19	-68	·
C[C@H](c1ccccc1)N1C[C@H](COCc2ccccc2)Oc2cc(N3CCC[C@@H]3CO)ccc2S1(=O)=O	·	·	10	5	·	-7	·	3	18	9	·
CCOC(=O)c1sc2nc(CC(=O)OC)nc(NCc3ccc(Cl)cc3)c2c1C	7	4	6	·	-6	-4	20	-9	·	5	-12
Cc1nc2ccc(Br)cn2c1C(=O)N/N=C\c1ccccc1[N+](=O)[O-]	-11	·	-14	-2	7	-1	1	-2	-5	13	-2
O=C(CN1C(=O)c2ccccc2C1=O)Nc1cccc([N+](=O)[O-])c1	10	-6	2	-1	9	-7	0	4	5	-6	3
CCOc1ccc(NC(=O)CC2C(=O)N(c3cccc(OC)c3)C(=O)N2C(C)C)cc1 (stereo unspecified)	1	4	3	-5	2	-8	1	-3	-9	-8	-1
O=C(CCc1nnc(COc2ccccc2)o1)NCc1ccccc1	-1	0	-2	15	-2	-26	8	5	7	-8	5
Cc1cccc(OCCCC(=O)Nc2ccc(Cl)c(S(=O)(=O)N3CCOCC3)c2)c1	-12	-1	21	-21	28	33	31	-2	39*	18	-2
NC(=O)NC(CC(=O)Nc1cccnc1)c1cccc(Br)c1 (stereo unspecified)	-3	4	1	8	-13	6	-5	5	-18	-14	16

Of the compounds above, these contain an aryl methoxy group:
SMILES	SRC1 inh	TLR9-MyD88 inh	C8 TRAIL sens	NCOA2 inhibitor	NCOA3 inh	TROY signal inh	LMP1 NFkB inh	NOD2 RIPK2 PPI	COUP-TFII inh	LRH-1 inv ag	Vif imaging
COc1ccc(OCc2cc(C(=O)N(C)Cc3nnc(C)o3)no2)c(Cl)c1	-73	4	12	-67	-75	-51	-19	14	-46	-105	5
CCn1c(SCC(=O)NC(=O)c2ccccc2OC)nc2ccccc21	-92	0	9	15	5	27	-6	-10	12	-9	·
COc1ccc(NC(=O)CSCC(=O)Nc2sccc2C#N)cc1	6	-4	-19	0	-7	-34	-1	-12	8	23	24
CCCc1c(-c2ccc(F)cc2F)ncn1Cc1ccccc1OC	·	·	18	10	·	17	·	-11	14	-40	·
COc1cc(CCN2C(=O)c3cccc4cccc(c34)C2=O)c(S(=O)(=O)N2CCC(C)CC2)cc1OC	0	-2	0	-13	3	11	1	1	-19	-1	-2
COc1ccc(Br)cc1S(=O)(=O)Nc1ncccc1C	16	-4	-2	12	16	27	0	-2	0	17	-4
CCOc1ccc(NC(=O)CC2C(=O)N(c3cccc(OC)c3)C(=O)N2C(C)C)cc1 (stereo unspecified)	1	4	3	-5	2	-8	1	-3	-9	-8	-1

Screening results deposited in PubChem BioAssay by several laboratories.
